Compound activity as filed in PubChem BioAssay.
ERG Ets-DNA blk: inhibitors of human ERG Ets domain-DNA interaction | Potency, µM (titrated, usually from 76.9 µM), for inactives: top-dose FP activity, negative = inhibition, usual class: inhibitors | 370,000 compounds, 0.028% hits | fluorescence polarization, His-ERG Ets domain / labelled DNA; active means well fitted inhibition curve with a large enough effect in the polarisation, with a control signal flat; inconclusive means small, poorly fitted or top-dose-only effect, or effect the other way, or a change in a side signal; inactive means no such curve, though single readings can be large or run the other way; the % refers to the polarisation;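 further: polarization taken with two DNA probes labelled with fluorescein and Texas red; potency means the concentration at half of the fitted maximal effect; % of control where 0% means no effect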
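His-tagged ERG Ets domain (1 uM in the protein solution; 300mM KCl, 50mM Tris-HCl, 1mM EDTA, 1mM DTT, pH 7.5) received compound, then a probe mix of 5 nM fluorescein-DNA and 100nM Texas-615-DNA. Fluorescence polarization was read for both dyes.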
POLB inh: inhibitors of human DNA polymerase beta | 340,000 compounds, 1.3% hits | P06746 | Pol beta primer extension/strand displacement, fluorescence kinetic | Potency, µM (top dose mostly 114 µM), inactives show at the top dose activity change, negative = inhibition, hits mostly inhibitors; further: potency means the concentration at half of the fitted maximal effect; on the % scale 0 is the no-effect control and ±100 the full control effect
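Pol beta (10 nM) and compounds were preincubated 15 min at room temperature, then 50 nM substrate (final) started primer extension/strand displacement. Reads were taken at 0 and 10 min; concentration-response data were fitted to a four-parameter Hill equation.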
Pol iota inh: blocks human DNA polymerase iota activity; Q9UNA4; Pol iota fluorescent replication assay, 10 min; Potency, µM (series often up to 115 µM), without a hit: at the top dose activity, negative = inhibition, usual class: inhibitors; 390,000 compounds, 1% hits; further: potency means the concentration at half of the fitted maximal effect
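Pol iota at 10 nM preincubated 15 min with compounds at room temperature; reaction started with fluorescent substrate, 50 nM final. Fluorescence read kinetically at 0 and 10 min; buffer-only wells as negative control.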
ALOX12 inh: inhibitors of human 12S-lipoxygenase ALOX12; P18054; purified 12hLO, xylenol orange hydroperoxide absorbance; Potency, µM (doses to about 108 µM), for the others: top-dose activity change, negative = inhibition, hits mostly inhibitors; 580,000 compounds, 1.1% hits; further: potency means the concentration at half of the fitted maximal effect; on the % scale 0 is the no-effect control and ±100 the full control effect
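Purified human 12hLO (150 nM final) in 25 mM Hepes, 0.01% Triton X-100, pH 7.0 was preincubated 15 min at room temperature with compound. Then 40 uM arachidonic acid was added, 30 min. Hydroperoxide was read by Fe-XO absorbance ratio 573/405 nm.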
Pol kappa inh: inhibitors of human DNA polymerase kappa | purified Pol kappa, fluorescent DNA synthesis assay, 10 min | Potency, µM (highest dose often 107 µM), for the others: at the highest dose activity, negative = inhibition, usual class: inhibitors | 400,000 compounds, 0.53% hits; further: potency means the concentration at half of the fitted maximal effect; on the % scale 0 is the no-effect control and ±100 the full control effect
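Kinetic fluorescence screen: compound preincubated 15 min RT with 10 nM enzyme; 50 nM substrate (final) initiates; reads at 0/10 min.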
Apoferritin bind: binds horse apoferritin like a general anesthetic; apoferritin/1-aminoanthracene competitive binding, fluorescence; AID 485281; 350,000 compounds, 0.074% hits; P02791; Potency, µM (doses to about 77.5 µM), without a hit: at the highest dose activity change, negative = displacement, actives largely listed as inhibitors; further: potency means the concentration at half of the fitted maximal effect; on the % scale 0 is the no-effect control and ±100 the full control effect; nearly all actives have a fitted effect of over 20% in size
Target sequence (P02791 2-175 limits assumed): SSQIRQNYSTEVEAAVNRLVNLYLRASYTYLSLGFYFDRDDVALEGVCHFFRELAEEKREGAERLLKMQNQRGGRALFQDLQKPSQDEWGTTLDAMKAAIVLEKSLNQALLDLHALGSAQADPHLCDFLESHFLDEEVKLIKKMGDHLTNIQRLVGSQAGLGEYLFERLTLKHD
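In PBS, apoferritin at 10 uM is loaded with 1-AMA from a 50% saturated solution. After 10 min of compound exposure at ambient temperature, reduced 535 nm fluorescence indicates probe displacement.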
BLM helicase inh: inhibitors of human Bloom syndrome helicase BLM; P54132; recombinant BLM DNA unwinding, fluorescence dequenching; Potency, µM (top dose mostly 56.1 µM), without a hit: at the top dose activity change, negative = inhibition, hits mostly inhibitors; 350,000 compounds, 0.2% hits;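 further: potency means the concentration at half of the fitted maximal effect; plate controls were vehicle for no effect and no enzyme for full effect; nearly all actives have a fitted effect of over 35% in size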
APE1 inh: inhibitors of human APE1 endonuclease | AID 2517 | recombinant APE1, TAMRA/BHQ-2 abasic DNA cleavage fluorescence | P27695 | Potency, µM (doses to about 65.8 µM), for the others: at the top dose activity change, negative = inhibition, usual class: inhibitors | 350,000 compounds, 0.35% hits;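 further: potency means the concentration at half of the fitted maximal effect; plate controls were vehicle for no effect and reference inhibitor for full effect; nearly all actives have a fitted effect of over 55% in size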
Target sequence (P27695 whole entry, looked up): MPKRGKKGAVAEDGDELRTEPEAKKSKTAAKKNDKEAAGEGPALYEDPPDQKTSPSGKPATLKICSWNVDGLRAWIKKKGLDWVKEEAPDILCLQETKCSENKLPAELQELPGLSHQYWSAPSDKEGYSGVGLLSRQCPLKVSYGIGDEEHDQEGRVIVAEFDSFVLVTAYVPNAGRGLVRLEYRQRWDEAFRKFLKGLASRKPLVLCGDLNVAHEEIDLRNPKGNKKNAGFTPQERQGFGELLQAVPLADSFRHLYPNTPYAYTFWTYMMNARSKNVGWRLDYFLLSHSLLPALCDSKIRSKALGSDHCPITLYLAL
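Readout is kinetic fluorescence (ex 525, em 598 nm) from cleavage of 50 nM TAMRA/BHQ-2 THF abasic duplex by 0.75 nM APE1, compound added 15 min beforehand at RT.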
TRHR agonist: TRH receptor (human) agonism | P34981 | TRHR cells, calcium flux fluo-8, FDSS agonist mode | activation, % at 2 µM | 360,000 compounds, 0.18% hits | AID 493084; in the data active means activation above about 30%; further: 0% is about no effect
Target sequence (P34981 whole entry, looked up): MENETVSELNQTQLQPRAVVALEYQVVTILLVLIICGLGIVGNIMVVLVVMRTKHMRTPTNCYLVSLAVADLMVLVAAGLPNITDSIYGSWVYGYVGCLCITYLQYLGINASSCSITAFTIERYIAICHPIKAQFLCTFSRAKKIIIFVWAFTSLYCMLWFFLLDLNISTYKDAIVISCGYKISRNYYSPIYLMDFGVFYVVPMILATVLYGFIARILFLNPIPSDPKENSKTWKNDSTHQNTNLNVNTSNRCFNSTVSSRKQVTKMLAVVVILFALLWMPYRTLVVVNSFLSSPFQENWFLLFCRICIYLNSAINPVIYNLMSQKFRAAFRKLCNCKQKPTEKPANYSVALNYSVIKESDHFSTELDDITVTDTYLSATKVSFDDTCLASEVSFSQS
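In this calcium-flux screen, cells bearing human TRHR are dye-loaded with fluo-8, baselined for 10 cycles, then exposed to library compounds; positive kinetic calcium responses during the agonist phase mark hits, with TRH as control.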
* marks the source's active call; other numbers are inactive results; u = inconclusive; x = not tested or not shown; [ ] = remark or other dose. Unless noted, the call rests on the fitted dose curve; in most records, active means well fitted curve in the direction sought with a large enough effect; inconclusive means small, poorly fitted or top-dose-only effect, or another doubt; inactive means no such curve, though single readings can be large; an effect the other way counts as inactive or inconclusive.

ERG Ets-DNA blk	POLB inh	Pol iota inh	ALOX12 inh	Pol kappa inh	Apoferritin bind	BLM helicase inh	APE1 inh	TRHR agonist	structure
0%	x	8%	u	-6%	x	x	-1%	0.0	CCOC(=O)c1sc(NC(=O)C2CC(=O)N(c3ccc4c(c3)OCCO4)C2)nc1C (centres undefined)
-1%	x	1%	14%	-4%	x	x	21%	0.7	COc1ccc(CN(C)C(=O)Cc2ccc(S(=O)(=O)N3CCOCC3)s2)cc1OC
-3%	x	-20%	-5%	-5%	x	x	x	x	COc1ccc(C2CC(=O)c3cc(OC)ccc3O2)cc1 (centres undefined)
3%	0%	77%[activator]	0%	-2%	u	3%	6%	-2.4	CC1=CC(C)(C)NC(=O)N1c1ccc(C)cc1
-14%	-24%	16%	-1%	-10%	-6%	0%	6%	-0.1	O=C(Nc1ccc(C(=O)O)cc1)/C(=C/c1cccc(Br)c1)NC(=O)c1ccco1
x	-21%	-14%	u	-7%	-3%	-3%	-4%	0.2	COc1ccc(N2CCN(C(=O)CSc3ccccc3N)CC2)cc1
5%	16%	-16%	13%	2%	u	-4%	15%	0.2	Cn1c(SCC(=O)N(Cc2ccccc2)C(C)(C)C)nc2ccccc21
-8%	-2%	4%	0%	-2%	1%	0%	-1%	-0.1	COc1cc(CNn2cnnc2)ccc1OCC(=O)NC1CCCCC1
-3%	5%	u	7%	-25%	-2%	0%	-1%	0.3	CCn1c2c(c(C)cc1=O)C(=O)CC(C)(C)C2
-9%	3%	93%[activator]	-21%	-20%	2%	-1%	8%	1.3	Cc1ccc(C(c2c(C)[nH][nH]c2=O)c2c(C)[nH][nH]c2=O)cc1
-2%	x	8%	-18%	-22%	x	x	14%	x	CCc1ccccc1OCC(=O)NCC1COc2ccccc2O1 (centres undefined)
-2%	16%	9%	-15%	-7%	-15%	-9%	16%	2.1	Cn1nc(C(F)(F)F)c(/C=N/OC(=O)c2ccccc2)c1SCc1ccccc1Cl
5%	-3%	u	0%	4%	-24%	-5%	-3%	-1.0	O=C(Nc1ccc2c(c1)OCO2)C(c1ccc(Cl)cc1)N1CCC2(CC1)OCCO2 (centres undefined)
-1%	53%	5%	40%[activator]	1%	3%	4%	18%	-0.2	C/C(CC(=O)NCc1ccc(Cl)cc1)=N\NC(=O)Cc1ccccc1
-2%	28%	22%	10%	-8%	-10%	1%	-7%	0.4	COc1cc(Cl)ccc1OCc1cc(C(=O)NC(C)Cc2cccnc2)no1 (centres undefined)
-5%	x	-13%	-14%	0%	x	x	x	x	COc1ccccc1C=NNC(=O)c1ccncc1
-14%	25%	-32%	19%	-1%	-10%	-1%	-2%	0.5	COc1cccc(C(=O)Nc2ccc(NC(=O)c3cc4ccccc4o3)c(OC)c2)c1
-3%	x	35%[activator]	27%	-16%	x	x	17%	-0.8	Cc1ccc(S(=O)(=O)NCCC(=O)N2CCN(S(=O)(=O)c3ccccc3)CC2)cc1C
3%	x	-12%	0%	-4%	x	x	-6%	x	C[C@@H](c1ccccc1)N1Cc2ccccc2Oc2cc(Br)ccc2S1(=O)=O
7%	x	-28%	u	-9%	x	x	-11%	-0.3	COc1ccc(C(=O)NCCC2=CCCCC2)cc1S(=O)(=O)N1CCOCC1
-15%	12%	146%[activator]	7%	-1%	2%	4%	14%	-0.6	CC(CC(=O)Nc1nc2ccccc2[nH]1)n1ccnc1 (centres undefined)
x	2%	2%	21%	-2%[60.1 µM]	u	1%	-2%	-0.2	O=C1NC2(CCCCC2)Cc2ccccc21
-5%	33%	u	u	-6%	86%[activator]	-8%	-8%	-1.5	O=C(CCN1c2ccccc2Sc2ccccc21)OCC(=O)N1CCN(C(=O)c2ccco2)CC1
-4%	17%	-1%	u	3%	571%[activator]	3%	-6%	0.9	Cc1ccc(C2C=C(c3ccc4c(c3)OCO4)Nc3ncnn32)cc1 (centres undefined)
-4%	-4%	4%	0%	-12%	-10%	1%	0%	-0.6	O=C(COc1ccc(Br)cc1F)NC1CCN(Cc2ccccc2)CC1
x	4%	x	378%[activator]	x	-10%	-9%	-13%	0.2	O=C(N/N=C/c1cc([N+](=O)[O-])ccc1O)c1cccc2ccccc12
-10%	-18%	2%	u	9%	-9%	0%	-1%	-0.4	CN(c1ccccc1C(=O)NCc1ccccn1)S(C)(=O)=O
-7%	x	1%	0%	-3%	x	x	x	x	CN(CCOc1ccc(Cl)cc1)C(=O)c1cccc(S(=O)(=O)N2CCN(Cc3ccccc3)CC2)c1
2%	0%	22%	u	3%	-13%	3%	2%	-0.6	CCc1ccc(CN2CCN(C(=O)c3cccc(OC)c3OC)CC2)cc1
15%	1%	66%[activator]	0%	-13%	-8%	-12%	0%	-0.2	CC(=O)c1cccc(NC(=O)c2ccc3c(c2)OCO3)c1
-2%	x	27%	-16%	-8%	x	x	11%	0.3	Cc1ccc(OCC(=O)Nc2ccc(S(=O)(=O)Nc3cc(C)nc(C)n3)cc2)c(C)c1
2%	-11%	u	-10%	-27%	-8%	2%	-4%	0.2	Cc1ccc2c(c1)-c1c(cnn1CC(=O)NC(C)CCc1ccco1)CO2 (centres undefined)
x	26%	6%	-9%	-3%	u	0%	-6%	-0.8	COc1ccc(NC2=CC(=O)CC(C)(C)C2)cc1OC
0%	18%	-18%	-25%	-19%	1%	-8%	-2%	1.0	CCOC(=O)C1=C(c2ccccc2)NC(SCC(=O)Nc2cccc(C)c2)=C(C#N)C1c1ccco1 (centres undefined)
1%	29%	8%	-12%	-2%[60.1 µM]	5%	-8%	x	0.3	O=C(CSc1nc2c([nH]c3ccccc32)c(=O)n1-c1cccc(C(F)(F)F)c1)N1CCCC1
4%	31%	u	u	u	-8%	-8%	-6%	-1.9	O=C1CSc2ccc(S(=O)(=O)N3CCN(c4ccccc4F)CC3)cc2N1
-2%	0%	42%[activator]	u	-6%	-6%	-2%	1%	-0.4	CN(CC(=O)Nc1ccc(F)c(F)c1F)c1ncnc2sccc12
-7%	13%	-12%	-5%	-12%	-7%	-13%	12%	-0.3	CN(C(=O)COC(=O)c1ccc2c(=O)n3c(nc2c1)CCC3)c1ccccc1
-2%	x	18%	-44%	-9%	x	x	37%	x	Cc1cccc(NC(=O)CNC(=O)CSc2ncccn2)c1C
-9%	24%	-4%	-10%	-8%	u	-2%	19%	0.8	COc1ccccc1N1CCN(C(=O)c2cc3ccccc3[nH]2)CC1
0%	28%	17%	-7%	-19%	-10%	-6%	15%	0.0	COc1ccc(OC)c(-c2cc(C(=O)Nc3sc4c(c3C#N)CCC(C)C4)c3ccccc3n2)c1 (centres undefined)

Grouped by structure: the entries above containing a halogen (eleven)
ERG Ets-DNA blk	POLB inh	Pol iota inh	ALOX12 inh	Pol kappa inh	Apoferritin bind	BLM helicase inh	APE1 inh	TRHR agonist	structure
-14%	-24%	16%	-1%	-10%	-6%	0%	6%	-0.1	O=C(Nc1ccc(C(=O)O)cc1)/C(=C/c1cccc(Br)c1)NC(=O)c1ccco1
-2%	16%	9%	-15%	-7%	-15%	-9%	16%	2.1	Cn1nc(C(F)(F)F)c(/C=N/OC(=O)c2ccccc2)c1SCc1ccccc1Cl
5%	-3%	u	0%	4%	-24%	-5%	-3%	-1.0	O=C(Nc1ccc2c(c1)OCO2)C(c1ccc(Cl)cc1)N1CCC2(CC1)OCCO2 (centres undefined)
-1%	53%	5%	40%[activator]	1%	3%	4%	18%	-0.2	C/C(CC(=O)NCc1ccc(Cl)cc1)=N\NC(=O)Cc1ccccc1
-2%	28%	22%	10%	-8%	-10%	1%	-7%	0.4	COc1cc(Cl)ccc1OCc1cc(C(=O)NC(C)Cc2cccnc2)no1 (centres undefined)
3%	x	-12%	0%	-4%	x	x	-6%	x	C[C@@H](c1ccccc1)N1Cc2ccccc2Oc2cc(Br)ccc2S1(=O)=O
-4%	-4%	4%	0%	-12%	-10%	1%	0%	-0.6	O=C(COc1ccc(Br)cc1F)NC1CCN(Cc2ccccc2)CC1
-7%	x	1%	0%	-3%	x	x	x	x	CN(CCOc1ccc(Cl)cc1)C(=O)c1cccc(S(=O)(=O)N2CCN(Cc3ccccc3)CC2)c1
1%	29%	8%	-12%	-2%[60.1 µM]	5%	-8%	x	0.3	O=C(CSc1nc2c([nH]c3ccccc32)c(=O)n1-c1cccc(C(F)(F)F)c1)N1CCCC1
4%	31%	u	u	u	-8%	-8%	-6%	-1.9	O=C1CSc2ccc(S(=O)(=O)N3CCN(c4ccccc4F)CC3)cc2N1
-2%	0%	42%[activator]	u	-6%	-6%	-2%	1%	-0.4	CN(CC(=O)Nc1ccc(F)c(F)c1F)c1ncnc2sccc12

The list is partial; rates above refer to the full screens.
